# TDP1 cell CPT – qHTS for Inhibitors of human tyrosyl-DNA phosphodiesterase 1 (TDP1): qHTS in cells in presence of CPT; chicken DT40 Tdp1-/-;hTDP1 cells + 20 nM CPT, ATP luminescence, 48 h; hit rate 12% among 420,000; Potency, µM (top dose mostly 46.2 µM), without a hit: at the highest dose activity change, negative = growth inhibition, actives largely listed as inhibitors; note: nearly all actives have a fitted effect of over 55% in size
#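 Cell growth measured by CellTiter-Glo luminescence after a minimum 48 h, 37 C compound exposure with 20 nM CPT in Tdp1-knockout DT40 cells stably expressing hTDP1, seeded 400/well; qHTS titration format.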
# TDP1 inh – qHTS Assay for Inhibitors of Tyrosyl-DNA Phosphodiesterase (TDP1). AID 485290, 2010. Potency, µM (series often up to 130 µM), inactives show top-dose activity change, negative = inhibition, actives largely listed as inhibitors. hit rate 0.28% among 350,000. Tyrosyl-DNA phosphodiesterase 1 (Homo sapiens), Q9NUW8. recombinant TDP1, AlphaScreen DNA substrate cleavage; note: nearly all actives have a fitted effect of over 40% in size
# Target sequence (Q9NUW8 whole entry, looked up): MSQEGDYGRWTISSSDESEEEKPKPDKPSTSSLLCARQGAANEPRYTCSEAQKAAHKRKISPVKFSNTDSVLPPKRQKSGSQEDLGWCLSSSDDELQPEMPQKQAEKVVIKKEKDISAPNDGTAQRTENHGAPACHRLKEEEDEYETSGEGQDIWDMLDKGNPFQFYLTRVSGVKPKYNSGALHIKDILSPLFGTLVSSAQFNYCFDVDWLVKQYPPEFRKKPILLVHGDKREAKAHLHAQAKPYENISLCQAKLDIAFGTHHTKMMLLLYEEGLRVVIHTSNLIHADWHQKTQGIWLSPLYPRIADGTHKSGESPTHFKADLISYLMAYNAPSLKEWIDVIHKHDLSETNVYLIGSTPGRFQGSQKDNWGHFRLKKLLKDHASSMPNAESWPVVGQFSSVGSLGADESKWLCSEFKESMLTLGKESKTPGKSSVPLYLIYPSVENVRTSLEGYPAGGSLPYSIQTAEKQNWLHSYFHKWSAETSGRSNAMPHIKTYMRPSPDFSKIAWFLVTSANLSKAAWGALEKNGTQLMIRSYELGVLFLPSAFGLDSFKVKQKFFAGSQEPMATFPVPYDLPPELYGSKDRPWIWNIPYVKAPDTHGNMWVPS
#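 Signal: AlphaScreen proximity between streptavidin donor and anti-FITC acceptor beads on intact substrate. Reaction: Tdp1 1 nM, substrate 15 nM final, 5 min RT after 15 min compound preincubation.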
# DT40 TDP1 no CPT – qHTS for Inhibitors of human tyrosyl-DNA phosphodiesterase 1 (TDP1): qHTS in cells in absence of CPT | Potency, µM (highest dose often 46.2 µM), without a hit: top-dose activity change, negative = growth inhibition, usual class: inhibitors | DT40 Tdp1-/- hTDP1 cells, no CPT, ATP luminescence, 48 h | AID 686978, 2013 | hit rate 15% among 420,000; note: nearly all actives have a fitted effect of over 55% in size
#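 Luminescent ATP content (CellTiter-Glo) served as the growth readout. Knockout chicken DT40 cells expressing human TDP1 were exposed to compounds without camptothecin for a minimum 48 hr at 37 °C.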
# * = called active by the depositor; ? = inconclusive; / = not tested or not shown; & = joins results of further samples; ! = not confirmed by another sample; [ ] = remark or other dose. Calls come from the whole dose curve; as a rule, active = well fitted curve in the direction sought with a large enough effect; inconclusive = small, poorly fitted or top-dose-only effect, or another doubt; inactive = no such curve, though single readings can be large; an effect the other way counts as inactive or inconclusive. % is set by controls: 0 for no effect and ±100 for the full control effect; potency is the fitted concentration of half-maximal effect.
no.	SMILES	DT40 TDP1 no CPT	TDP1 cell CPT	TDP1 inh
1	Cc1ccc(CN2CCC[C@]3(N[C@H](c4ccc(C(F)(F)F)cc4)[C@@H]4C(=O)N(C)C(=O)[C@@H]43)C2=O)cc1	?	?	/
2	COC(=O)CCCC1=CC2=CC(=O)C(C)(OC(=O)c3cccs3)C(=O)C2=CN1CCCCO (stereo not given)	-4%	7%	8%[12.3 µM]
3	CSCCC(NC(N)=O)C(=O)N(C)CC(=O)Nc1cc(C)ccc1C (stereo not given)	3%	-4%	5%
4	CC(C)c1nc2oc3ccccc3c(=O)c2c(=O)n1-c1ccccc1	-21%	-27%	5%
5	CCC(Sc1nc(-c2ccccc2)c(C#N)c(=O)[nH]1)C(=O)Nc1cc(C)on1 (stereo not given)	-2%	-10%	5%
6	Cn1c(NC(=O)C[n+]2cc(-c3ccc(F)cc3)n3c2CCC3)cc(=O)n(C)c1=O	?	0%	3%
7	O=C(NCCCn1ccnc1)c1cccc(S(=O)(=O)Nc2ccc(F)cc2)c1	-7%	-2%	3%
8	CCOc1ccc2nc3c(cc2c1)CN(CCOC)C(=NC)S3	-6%	4%	-5%
9	CCOC(=O)c1ccc(Nc2c(-c3ccc(OC)cc3)nc3nc[nH]n23)cc1	23µM*	21µM*	6%
10	CC(C)COC(=O)NCC12C=CC(O1)C1C(=O)N(c3ccc(Cl)cc3)C(=O)C12 (stereo not given)	18µM*	16µM*	7%
11	O=C(NCC1CCN(Cc2cccc(Cl)c2)CC1)Nc1ccc(F)c(Cl)c1	?	-85%	0%[12.3 µM]
12	Cc1ccc(NS(=O)(=O)N2CCOCC2)cc1Cl	8%	5%	4%
13	CC(C)(C)C(=O)NC1CC2CCCC(C1)N2C(=O)Nc1cccc(Cl)c1 (stereo not given)	-5%	-6%	4%
14	COc1cc(OC)c(NC(=O)CCn2cnc3onc(-c4ccc(F)cc4)c3c2=O)cc1Cl	2.1µM*	12µM*	-1%
15	Cc1ccc(CCC2C3=C(CCCC3=O)OC3=C2C(=O)CCC3)cc1	-20%	-9%	2%
16	O=C(Nc1ccccc1Oc1ccsc1C(=O)O)c1ccccc1	1%	-19%	/
17	COc1ccc(-c2nc3cnc(Nc4cccc(OC)c4)nc3n(C3CC3)c2=O)cc1	-7%	-27%	/
18	Cc1ccc(NS(=O)(=O)c2ccc3c(c2)CC(C)N3C(=O)C2CCC2)cc1Cl (stereo not given)	10µM*	16µM*	7%
19	CCn1c(COc2cccc3ccccc23)nnc1SCC(N)=O	-1%	-6%	-5%
20	CC(=O)Nc1cc2nn(-c3ccccc3)nc2cc1C	-16%	0%	4%
21	COC(=O)c1c(C)nc(C)c(C(=O)OC)c1-c1cccs1	-16%	-7%	3%
22	O=c1c(C=NCCCO)c(-c2ccccc2)[nH]n1-c1nc2ccccc2s1	?	13µM*	4%
23	CC(=O)NC(Cc1c[nH]c2ccccc12)C(=O)OCC(=O)Nc1cc(C)on1 (stereo not given)	-7%	-14%	0%
24	CCCCN(CC)C(=O)CSc1nc2n[nH]c(C)c2c(=N)n1-c1cccc(Cl)c1	10µM*	12µM*	-1%
25	CCc1ccc(OCCCC(=O)Nc2ccc(N3CCOCC3)cc2)cc1	-19%	-22%	3%
26	CCn1c2ccccc2c2cc(NC(=O)CNC)ccc21	-24%	2%	0%
27	Clc1ccc(Cl)c(-c2ccc(/C=N/c3ncn[nH]3)o2)c1	-29%	-7%	-2%
28	CC(C)CN(C(=O)COC(=O)Cn1cnc2ccccc2c1=O)C1CCS(=O)(=O)C1 (stereo not given)	10%	-17%	-2%
29	Cc1ccc(C(=O)C(C)OC(=O)Cn2[nH]c(=O)c3ccccc3c2=O)cc1 (stereo not given)	13%	-26%	4%
30	COc1ccccc1CNC(=O)[C@H](C)NC(=O)C1CCN(C(=O)[C@H](CCSC)NC(=O)OC(C)(C)C)CC1	-14%	-10%	/
31	CCC(=O)N1CCN(c2ccccc2NC(=O)COc2ccc(C(C)C)cc2)CC1	16µM*	?	1%
32	Cc1ccc(NC(=O)C2CCN(c3nc(C)cc(C)n3)CC2)cc1	?	?	0%
33	COc1ccc(OC)c(CCNC(=O)Cn2cccc2C(=O)c2ccccc2)c1	?	7.3µM*	8%
34	Oc1ccccc1N=Cc1c(O)ccc2oc3c(c12)CCCC3	?	?	3%
35	O=C(NC1CCN(C(=O)C2CCCCC2)CC1)c1ccccc1	-20%	12%	0%
36	CC1=C(C(N)=O)C(c2ccco2)C(C(N)=O)=C(C)N1	-10%	3%	-2%
37	Cc1cc(C)c2c(n1)sc1c(=O)n(-c3ccccc3)c(=O)[nH]c12	-7%	1%	0%
38	O=C(N/N=C\C=C\c1ccc([N+](=O)[O-])o1)c1cccs1	3.3µM*	4.1µM*	/
39	CC(=O)N1CCCc2cc(S(=O)(=O)N3CCCC(C(=O)NCc4ccccc4)C3)ccc21 (stereo not given)	26µM*!	?	6%&9%
40	COc1cccc(C(C)(O)c2nc(-c3ccc(Cl)cc3)cs2)c1 (stereo not given)	?	?	/
41	CCOC(=O)c1[nH]c2ccccc2c1NC(=O)c1ccc(OCC)cc1	1%	-8%	12%
42	N#Cc1nc(COc2ccc(Cl)cc2)oc1NCc1ccc2c(c1)OCO2	?	?	7%
43	O=C(OCc1ccccc1Cl)c1ccc(-c2nnn(Cc3ccccc3)n2)cc1	?	-2%	-7%
44	COC(=O)C1=C(C(=O)OC)[C@@H]2N(C)c3ccccc3[C@@]23C[C@@H](C(=O)OC)N(C(=O)CC(C)C)C3=N1	?	?	18%[12.3 µM]
45	Cc1cc(=O)oc(C)c1C(=O)NC1CCCCCCC1	-1%	-7%	3%
46	CC(=O)c1sc(NC(=O)c2cccnc2Cl)nc1C	10%	-13%	8%
47	Cc1ccc2oc(=O)c3cnn(CC(=O)N4CCN(c5ccccc5)CC4)c3c2c1	10µM*	?	-6%&5%
48	CCOC(=O)c1ccc(NC(=O)CCS(=O)(=O)c2cccc3nonc23)cc1	?	-25%	11%

# Reformatted screen by screen: 14 of the compounds above.
34	Oc1ccccc1N=Cc1c(O)ccc2oc3c(c12)CCCC3
35	O=C(NC1CCN(C(=O)C2CCCCC2)CC1)c1ccccc1
36	CC1=C(C(N)=O)C(c2ccco2)C(C(N)=O)=C(C)N1
37	Cc1cc(C)c2c(n1)sc1c(=O)n(-c3ccccc3)c(=O)[nH]c12
38	O=C(N/N=C\C=C\c1ccc([N+](=O)[O-])o1)c1cccs1
39	CC(=O)N1CCCc2cc(S(=O)(=O)N3CCCC(C(=O)NCc4ccccc4)C3)ccc21 (stereo not given)
40	COc1cccc(C(C)(O)c2nc(-c3ccc(Cl)cc3)cs2)c1 (stereo not given)

assay / compound | 34 | 35 | 36 | 37 | 38 | 39 | 40
DT40 TDP1 no CPT | ? | -20% | -10% | -7% | 3.3µM* | 26µM*! | ?
TDP1 cell CPT | ? | 12% | 3% | 1% | 4.1µM* | ? | ?
TDP1 inh | 3% | 0% | -2% | 0% | / | 6%&9% | /

41	CCOC(=O)c1[nH]c2ccccc2c1NC(=O)c1ccc(OCC)cc1
42	N#Cc1nc(COc2ccc(Cl)cc2)oc1NCc1ccc2c(c1)OCO2
43	O=C(OCc1ccccc1Cl)c1ccc(-c2nnn(Cc3ccccc3)n2)cc1
44	COC(=O)C1=C(C(=O)OC)[C@@H]2N(C)c3ccccc3[C@@]23C[C@@H](C(=O)OC)N(C(=O)CC(C)C)C3=N1
45	Cc1cc(=O)oc(C)c1C(=O)NC1CCCCCCC1
46	CC(=O)c1sc(NC(=O)c2cccnc2Cl)nc1C
47	Cc1ccc2oc(=O)c3cnn(CC(=O)N4CCN(c5ccccc5)CC4)c3c2c1

assay / compound | 41 | 42 | 43 | 44 | 45 | 46 | 47
DT40 TDP1 no CPT | 1% | ? | ? | ? | -1% | 10% | 10µM*
TDP1 cell CPT | -8% | ? | -2% | ? | -7% | -13% | ?
TDP1 inh | 12% | 7% | -7% | 18%[12.3 µM] | 3% | 8% | -6%&5%

# The results go on:
no.	SMILES	DT40 TDP1 no CPT	TDP1 cell CPT	TDP1 inh
49	COc1cc2c3c(cccc3c1)C(=O)N(CCN1CCCC1)C2=O	0.1µM*	0.037µM*	/
50	COc1ccc(OC)c(NC(=O)Nc2nnc(N3CCCCC3C)s2)c1 (stereo not given)	?	?	/
51	Cc1cc(=O)n2nc(N3CCCC(C(=O)NCc4ccccc4)C3)sc2n1 (stereo not given)	-28%	-1%	/
52	CCCC(=O)c1cc(F)c(N2CCOCC2)cc1C	-13%	-11%	3%
53	Cc1ccc(CNc2nc(N)c([N+](=O)[O-])c(Nc3ccc(F)cc3)n2)cc1	-2%	?	4%
54	COc1ccc(CCNC(=O)COC(=O)/C=C/c2ccc(OC)c(OC)c2)cc1	13%	-1%	3%
55	O=C(c1csnn1)N1CCC2(CC1)CN(c1ccccn1)C2	?	?	/
56	CCN1CCC(C(N)=O)CC1	1%	-12%	-7%
57	O=C(CNC(=O)N1CC(=O)Nc2ccccc21)NCc1ccc(Cl)cc1	11%	18%	0%
58	Cc1c(C(=O)NCc2cccnc2)oc2ccccc12	2%	-6%	2%
59	Cn1c(=O)c2c(nc(CN3CCC(Cc4ccccc4)CC3)n2CCN2CCOCC2)n(C)c1=O	-28%	?	1%
60	[O-][n+]1ccc(CC(O)(C(F)(F)F)C(F)(F)F)cc1	-5%	1%	/
61	COc1ccc(CNC(=O)c2ccccc2SCC(=O)N2CCCC2)cc1OC	-7%	2%	-5%
62	COc1cccc(C2N(c3cccc(Cl)c3)C(=O)C3CCCN32)c1 (stereo not given)	-22%	1%	2%
63	CC1CCC(NCc2ccco2)CC1 (stereo not given)	-20%	-2%	0%
64	CCN(CC)S(=O)(=O)c1cccc(N2CC(O)=C(c3ccccc3)C2=N)c1	-14%	1%	7%
65	CC(=O)N1CCN(c2ccc(NCc3cccs3)cc2)CC1	-28%	-19%	5%
66	CC(=O)OCC(C)n1[nH]c2ccccc2c1=O (stereo not given)	5%	10%	/
67	O=C(O)CCCCCNS(=O)(=O)c1ccc(Cl)cc1	-4%	-6%	1%
68	COc1ccc(NC(=O)c2nc(C)c(C3(C)CC(c4cccnc4)=NO3)s2)cc1 (stereo not given)	3.7µM*	5.8µM*	8%
69	COc1ccc(S(=O)(=O)NCc2cccnc2)cc1NC(=O)c1ccccc1C	0%	0%	/
70	Cc1noc(C)c1COc1cccc(C(=O)OCCOc2ccc(F)cc2)c1	?	6%	/
71	CC(C)c1ccc(OCC(=O)N(Cc2ccccc2)c2ccccn2)cc1	16µM*	23µM*	-13%
72	CCn1c(C)nc2c(=O)oc3ccccc3c21	-21%	-4%	1%
73	O=C(O)c1cccc(Nc2nc(-c3ccccc3)nc3ccccc23)c1	-21%	7%	/
74	CCN(CC)CCNC(=O)Cn1nc(-c2ccccc2)c2ccccc2c1=O	-21%	-20%	2%
75	O=C(Nc1ccc(Cl)cn1)c1ccc(Br)c(S(=O)(=O)N2CCCCC2)c1	?	23µM*	-4%
76	COc1cc2c(C(=O)NCCCN3CC(C)CC(C)C3)cn(CC(C)C)c(=O)c2cc1OC (stereo not given)	?	?	1%
77	CCc1nnc(NC(=O)c2cnccn2)s1	-4%	19%	5%
78	Fc1cccc(Cl)c1CNCc1cccnc1	0%	-9%	/
79	Cc1noc(NS(=O)(=O)c2ccc(NC(=O)C(F)(F)C(F)(F)C(F)(F)F)cc2)c1C	-12%	-11%	/
80	O=C(CNS(=O)(=O)c1ccc(F)cc1)Nc1ccc(C(F)(F)F)cc1	18µM*	18µM*	-1%
81	O=C(NNc1ccc([N+](=O)[O-])cc1)c1ccco1	18%	-4%	2%
82	Cc1nc2c(C#N)c[nH]n2c(=O)c1CCO	?	?	/
83	Nc1ccc2c(c1)C(=O)c1cc(Cl)c(Cl)cc1-2	-13%	-14%	/
84	CC(C)NS(=O)(=O)c1ccc(CCC(=O)N2CCCCC2)cc1	-12%	13%	1%
85	[O-][n+]1onc2c1CCc1c-2nn(-c2ccccc2Cl)[n+]1[O-]	15µM*	13µM*	2%
86	CCOc1nc(S(=O)(=O)c2ccc(C)cc2)c(Cl)s1	?	?	-1%
87	COc1ccc(OC)c(C(C)NC(=O)Cn2c(=O)cc(C)c3c(C)nn(-c4ccc(C)cc4)c32)c1 (stereo not given)	?	?	-3%
88	CCOC(=O)Nc1sc2c(c1C#N)CCC(C)C2 (stereo not given)	-26%	-21%	6%
89	COc1ccc(S(=O)(=O)/N=C2\C=C(Nc3ccc(O)cc3)C(=O)c3ccccc32)cc1	1.5µM*	0.82µM*	10%
90	O=C(NCc1ccccc1Cl)C1CCC(=O)N(C2CC2)C1 (stereo not given)	3%	-9%	2%
